Bioassay records: PubChem, several laboratories
BCLXL inh: inhibitors of human Bcl-xL. Q07817. GST-Bcl-xL / FITC-Bim BH3 peptide fluorescence polarization. inhibition, % at 10.9 µM. AID 2129. actives 0.7% (n = 320,000);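 active = inhibition above the mean of all tested compounds plus 3 SD, cutoff set per campaign, cut at about 30% in these data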;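 also: 0% = DMSO wells and 100% = unlabeled Bim-BH3 peptide competitor; inhibitors lower millipolarization by displacing the labeled peptide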
Target sequence (Q07817 whole entry, looked up): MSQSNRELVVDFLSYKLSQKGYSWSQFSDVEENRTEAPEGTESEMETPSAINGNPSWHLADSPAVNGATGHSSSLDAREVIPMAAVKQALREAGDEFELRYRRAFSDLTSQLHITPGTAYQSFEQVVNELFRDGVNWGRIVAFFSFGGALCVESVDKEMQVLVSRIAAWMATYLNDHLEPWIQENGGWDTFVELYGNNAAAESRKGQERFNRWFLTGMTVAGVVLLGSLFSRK
PAFAH1B2 FP inh: inhibitors of human PAFAH1B2. recombinant PAFAH1B2, FP-rhodamine activity probe, fluorescence polarization. inhibition, % at 3.39 µM. P68402. actives 1.2% (n = 340,000). AID 492953;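 active = inhibition above the mean of all tested compounds plus 3 SD, cut at about 24% in these data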;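 also: 0% = enzyme with DMSO and 100% = wells lacking PAFAH1B2; many of its hits are not listed in these tables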
MCL1-BIM inh: disrupts human MCL1 binding to BIM-BH3 peptide. inhibition, % at 10.9 µM. GST-MCL1 / FITC-Bim-BH3 fluorescence polarization. actives 0.68% (n = 320,000). Q07820;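 active = inhibition above the mean inhibition of all tested compounds plus 3 SD, set per campaign, cut at about 40% in these data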;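 also: 0% = DMSO wells and 100% = unlabeled Bim-BH3 peptide control; higher means more loss of mP so more displacement of Bim peptide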
Target sequence (Q07820 whole entry, looked up): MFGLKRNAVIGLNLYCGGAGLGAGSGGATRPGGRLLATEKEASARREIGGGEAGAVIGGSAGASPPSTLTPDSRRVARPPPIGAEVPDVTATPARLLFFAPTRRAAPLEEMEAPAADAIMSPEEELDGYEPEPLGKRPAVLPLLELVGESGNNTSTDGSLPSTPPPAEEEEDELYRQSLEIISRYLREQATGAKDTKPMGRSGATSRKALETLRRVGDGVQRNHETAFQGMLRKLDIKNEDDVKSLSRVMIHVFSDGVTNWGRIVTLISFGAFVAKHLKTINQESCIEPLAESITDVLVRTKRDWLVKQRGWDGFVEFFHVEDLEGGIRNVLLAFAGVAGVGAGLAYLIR
Fam108B counter: counter-screen for RBBP9 inhibitors: inhibitors of mouse Fam108B. recombinant Fam108B, FP-Rh probe fluorescence polarization. inhibition, % at 9.51 µM. actives 0.33% (n = 300,000). AID 1947;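 active = inhibition above the screen mean inhibition plus 3 SD, computed separately per campaign, cut at about 18% in these data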;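 also: inhibitors lower polarization as less probe binds the enzyme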
PME-1 primary: blocks human protein phosphatase methylesterase 1. recombinant PME-1, FP-Rh probe fluorescence polarization. inhibition, % at 5.9 µM. actives 0.53% (n = 320,000). AID 2130;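 active = inhibition above the campaign mean of all compounds plus 3 SD, cut at about 26% in these data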;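 also: competitive labeling of PME-1 active site by serine hydrolase directed probe; 0% = PME-1 with DMSO and 100% = wells lacking PME-1 enzyme; inhibitors block probe labeling so polarization falls and inhibition rises; many of its hits are not listed in these tables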
pPAFAH inh: pPAFAH (human) enzyme inhibition | actives 1.5% (n = 330,000) | inhibition, % at 3.39 µM | recombinant pPAFAH, FP-rhodamine probe fluorescence polarization;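 active = inhibition above the mean inhibition across the screen plus 3 SD, cut at about 25% in these data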;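 also: inhibitors block binding of the rhodamine activity-based probe so polarization drops; 0% = enzyme with DMSO and 100% = wells lacking pPAFAH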
AHR act: human AHR activation. AHR-responsive luciferase reporter cells, luminescence. activation, % at 5 µM. actives 2.5% (n = 320,000). AID 2796; in the data active = activation above about 47%;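 also: 0% = vehicle wells and 100% = reference agonist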
MEX-5 binding: C. elegans MEX-5 TCR-2 RNA binding activity; AID 1832; MEX-5/FITC-TCR2 RNA binding, fluorescence polarization; stronger effect = lower value; activity score (negative = inhibition of binding), % at 10 µM; Q9XUB2; actives 0.38% (n = 300,000);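 active = inhibition past about -25% in most replicates, and total fluorescence under double the plate's negative control median, limit read from the data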;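 also: 0% = DMSO and -100% = 5 µM competing unlabeled TCR2 RNA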
Target sequence (Q9XUB2 whole entry, looked up): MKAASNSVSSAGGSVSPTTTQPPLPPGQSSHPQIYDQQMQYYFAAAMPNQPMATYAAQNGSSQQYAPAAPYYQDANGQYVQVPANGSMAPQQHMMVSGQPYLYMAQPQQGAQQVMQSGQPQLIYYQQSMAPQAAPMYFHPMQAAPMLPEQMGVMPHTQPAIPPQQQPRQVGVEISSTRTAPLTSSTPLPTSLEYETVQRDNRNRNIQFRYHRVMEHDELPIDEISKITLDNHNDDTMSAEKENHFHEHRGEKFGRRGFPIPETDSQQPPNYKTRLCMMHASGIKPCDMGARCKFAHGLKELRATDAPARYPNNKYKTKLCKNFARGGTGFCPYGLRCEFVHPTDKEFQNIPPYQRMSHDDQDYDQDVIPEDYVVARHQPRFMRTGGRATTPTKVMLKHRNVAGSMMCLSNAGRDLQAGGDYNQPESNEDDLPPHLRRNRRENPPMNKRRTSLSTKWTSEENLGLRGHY
GLD-1 TGE inh: GLD-1-TGE RNA interaction inhibition (C. elegans); Q17339; purified GLD-1 + fluorescein TGE RNA, fluorescence polarization; inhibition, % at 5.96 µM; actives 0.44% (n = 320,000); AID 2280;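 active = percent inhibition above a per-plate cutoff, the plate mean of test compounds plus 3 SD, cut at about 30% in these data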;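 also: 0% = DMSO wells with GLD-1 and probe and 100% = wells lacking GLD-1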
Numbers without * were called inactive; x = no result given; & = joins results of further samples. A portion of the library; the hit share may differ from the screen's.

The line under a structure holds: BCLXL inh	PAFAH1B2 FP inh	MCL1-BIM inh	Fam108B counter	PME-1 primary	pPAFAH inh	AHR act	MEX-5 binding	GLD-1 TGE inh
COc1ccc(Nc2cc(C)nc(-n3nc(C)cc3C)n2)cc1
 : 4.6	2.3	-3.0	-3.0	-1.2	5.6	10.4	-8.7	6.1
CCC(C)NC(=O)c1ccc2c(Cl)c3c(nc2c1)CCC3 (configuration not stated)
 : 1.7	4.2	-1.2	1.8	3.5	-0.8	1.5	-1.2	-1.4
CCOC(=O)CC(=O)CSc1nc2c(cc1C#N)CCC2
 : 16.2	4.5	9.6	-2.9	5.2	3.9	2.5	1.5	-2.1
O=C(OCc1csc(-c2ccccc2)n1)c1cccs1
 : -11.1	1.3	-24.2	-0.7	-1.1	6.8	9.3	-3.0	-5.2
C=CCc1cccc(/C=N/NC(=O)CNc2ccccc2OC)c1O
 : 4.3	4.5	1.2	5.7	7.8	12.7	61.2*	0.6	8.1
Cc1cc(N=Cc2c(O)n(-c3cccc(C(F)(F)F)c3)c(=O)c3ccccc23)no1
 : 2.3	4.4	3.7	-9.3	-4.2	0.1	-5.2	1.4	-0.3
c1csc(-n2nc3ccccc3n2)c1
 : 6.3	5.5	11.0	-2.4	-0.3	7.1	2.1	-2.4	0.9
O=C(c1cc(COc2c(F)cccc2F)on1)N1CCc2ccccc2C1
 : 2.9	3.1	-2.9	1.9	2.0	9.8	-1.3	-1.1	1.4
Clc1cccc(-c2nc(NCCN3CCOCC3)c3ccccc3n2)c1
 : -2.2	1.9	-1.8	-8.9	-10.0	-0.6	11.4	1.5	1.7
COCCn1c(SCc2ccc(F)cc2)nc2ccccc2c1=O
 : 3.0	0.4	-4.9	0.1	1.3	8.8	-3.1	-2.6	6.2
O=C(c1cnn2c(-c3ccccc3)cc(-c3ccccc3)nc12)N1CCN(Cc2ccccc2)CC1
 : 3.1	2.6	-9.4	-4.5	-9.9	7.4	-0.4	0.0	-1.2
O=C(Nc1cc(Cl)ccc1-n1cncn1)c1ccc(Br)o1
 : -13.6	-3.1	-18.6	2.1	-6.0	1.4	60.7*	-0.5	6.9
CN(C)CCNC(=O)C(=O)NCC1OCCN1S(=O)(=O)c1ccc2c(c1)OCCO2 (configuration not stated)
 : 8.6	5.8	7.6	0.7	-3.6	-0.7	-0.1	1.6	7.8
CC1CCCN(CCCNC(=O)c2nn(C)c3c2CS(=O)(=O)c2ccccc2-3)C1 (configuration not stated)
 : 0.1	-0.7	-0.6	-1.8	2.7	4.0	13.9	-3.3	-4.3
CSc1nc(SCC(=O)NCc2ccco2)c2c3c(sc2n1)COC(C)(C)C3
 : 11.4	-4.0	7.5	1.8	-5.9	2.6	5.2	1.6	-1.2
CS(=O)(=O)NNC(=O)c1sccc1OCc1ncc(C(F)(F)F)cc1Cl
 : 0.3	3.4	3.5	2.7	1.4	1.7	0.9	4.3	5.2
CN(C)c1nc(OCCNC(=O)Nc2ccc(Cl)cc2)nc(N(C)C)n1
 : 1.4	4.0	6.3	-2.8	-4.1	25.5*	-5.6	-0.5	2.9
CCOc1ccc(CC(=O)OCn2nnc3ccccc3c2=O)cc1
 : 3.2	-1.5	-8.4	-3.5	-2.5	-7.0	-1.1	1.1	1.9
CCn1cc(/C=N\NC(=O)c2csc3ccccc23)c(C)n1
 : -0.7	2.2	0.7	3.6	-2.3	-5.6	7.9	0.1	6.0
CN(C)CCNC(=O)COc1cccc2c1OC(C)(C)C2
 : 3.7	5.2	3.4	-3.1	5.7	-1.5	-0.3	-0.6	2.5
COC(=O)c1sc(NC(=S)NC(=O)c2cccc(Br)c2)nc1C
 : 6.8	2.1	1.0	2.7	-4.5	4.3	19.3	-2.0	6.6
CC(C)(C)c1ccc(C(=O)N2CCN(CCNC(=O)C(=O)NCc3ccc(Cl)cc3)CC2)cc1
 : 6.5	-0.1	2.3	7.3	8.5	9.5	-2.4	1.2	1.8
CCCOc1ccc(C2=NNC(=O)CC2)cc1
 : 5.6	-2.5	2.1	-0.7	2.0	3.1	1.5	1.2	-1.7
COc1cc(OC)c(OC)cc1NC(=O)CC1COc2ccccc2O1 (configuration not stated)
 : 3.1	-2.3	-1.9	1.4	-9.5	2.2	-0.9	-3.5	0.0
CC(=O)c1cc(-c2ccccc2)n(CCC(=O)NC2CCCCCCC2)c1C
 : 3.6	0.8	7.8	0.9	-3.8	8.4	3.6	1.0	0.9
O=C(Nc1cccc(Cl)c1)N1CCCC1
 : -3.4	0.7	-7.6	0.6	-2.1	1.9	2.5	-2.5	-3.6
O=[N+]([O-])c1ccc(C2CN=C(Nc3ccccc3)S2)cc1 (configuration not stated)
 : -12.3	3.6	-14.8	-2.5	4.5	3.5	-1.9	0.4	-0.1
CC(C)CCC(CC(C)O)C(=O)NNC(=S)Nc1ccccc1 (configuration not stated)
 : 5.7	4.6	-2.0	-3.0	-1.7	4.3	-2.3	-2.1	-4.2
O=C1CC(c2ccc(S(=O)(=O)Nc3cc(C(F)(F)F)cc(C(F)(F)F)c3)cc2)CN1 (configuration not stated)
 : 3.2	13.6	-0.9	-0.1	6.0	7.0	3.3	-0.3	4.8
Cn1c(=O)oc2cc(S(=O)(=O)NCCC(=O)NCCc3ccccc3)ccc21
 : -1.0	0.8	-2.8	-1.2	4.4	6.3	9.5	2.8	-0.6
N#C/C(=C/c1ccc(OCc2ccc(C(=O)O)cc2)cc1)C(=O)Nc1ccccc1
 : -7.1	7.3	-16.4	-7.0	0.1	4.6	0.0	-2.5	-11.1
Cc1ccc(S(C)(=O)=NS(=O)(=O)c2cccc3nsnc23)cc1 (configuration not stated)
 : 2.2	4.3	-4.0	-1.2	5.3	-1.7	0.4	0.6	-3.0
COc1ccc(-c2nnc(NC(=O)c3ccco3)s2)cc1
 : 1.5	0.8	-2.0	-1.1	2.1	3.5	6.9	-1.3	-2.9
CNS(=O)(=O)c1cccc(C(=O)OCC(=O)NC2CCCC(C)C2C)c1 (configuration not stated)
 : x	15.5	x	x	x	4.5	-0.2	x	5.9
Cc1cc(NC(=O)CCC(=O)N(Cc2ccco2)C2(C(=O)NC3CCCCC3)CCCCC2)no1
 : -1.2	7.7	-1.6	-1.3	2.8	-0.6	1.8	-1.6	-4.3
COc1cccc(OC)c1-c1nn2c(-c3ccco3)nnc2s1
 : 1.8	6.0	7.5	-0.8	-5.2	0.0	6.9	-2.5	-7.3
Cc1nn(C(C)C(=O)NCC2CCCO2)c(=O)c2cc3occc3n12 (configuration not stated)
 : 0.1	3.6	2.8	-0.3	-1.4	-0.2	0.6	0.2	0.9
c1ccc2sc(C3CCN(Cc4nnnn4Cc4ccc5c(c4)OCO5)CC3)nc2c1
 : 2.4	2.4	5.7	-3.3	2.9	4.9	12.5	0.7	-3.5
O=C(CSc1nnc(C2CCCCC2)n1Cc1ccccc1)NCc1ccco1
 : 1.0	2.4	5.5	-1.1	-6.2	9.3	0.6	0.6	1.3
C/C=C(\C)c1nnc(NC(=O)OCC)s1
 : 2.8	3.0	0.6	-1.0	5.2	5.3	42.0	0.5	6.3
CC(C)(C)C(=O)Nc1ncc(C(F)(F)F)cc1Cl
 : 3.0	-0.7	5.9	-4.2	-2.7	4.2	1.6	-0.5	3.5
COc1ccc(NC(=O)CNC(c2ccccc2)c2ccccc2)cc1
 : 4.8	5.8	8.8	5.8	6.5	-0.5	3.6	-1.8	8.2
COc1ccc(C(=O)OCC(=O)NC2CC2)cc1[N+](=O)[O-]
 : 4.1	4.8	-1.6	0.2	-6.3	11.4	0.6	-1.5	-2.4
COC(=O)CN1C(=O)C(C)(C)Oc2ccc(C(=O)NC3CC3)cc21
 : -2.0	2.3	0.1	0.9	-8.1	0.9	-0.7	-1.5	1.4
CN(CC(=O)NCc1ccccc1)S(=O)(=O)c1cnc[nH]1
 : 2.0	3.8	3.1	1.4	4.5	3.9	-0.9	0.4	-7.6
COc1ccc(-c2c[n+](CC(=O)N3c4ccccc4Sc4ccccc43)c3n2CCC3)cc1
 : 2.8	7.7	8.2	0.7	5.9	0.8	-0.4	-1.4	3.8
CCc1ccc(OCC(O)CN2CCN(c3ccccc3)CC2)cc1 (configuration not stated)
 : 3.7	7.8&0.8	10.8	2.2	-4.0	1.6	0.6	-2.1	17.2
COc1ccc(N2CCN(C(=O)c3c(-c4ccccc4)noc3C)CC2)cc1
 : 6.0	0.4	4.2	-3.5	-5.2	-3.5	1.8	3.3	5.9
N#CNC(=Nc1ccc(F)cc1)SCc1ccccc1
 : 4.6	-1.6	5.9	-3.6	-8.5	2.0	8.7	-1.6	0.1
Cc1cc(F)ccc1S(=O)(=O)N1CCCOC1CNC(=O)C(=O)NCc1ccncc1 (configuration not stated)
 : 6.2	3.0	7.6	-1.9	0.2	-0.2	6.8	0.3	5.3
COc1cc(C(=O)Nc2nncs2)cc(OC)c1OC
 : 6.5	-0.7	0.9	0.5	-4.3	2.5	15.6	-0.7	2.8
O=c1[nH]cnc2c([N+](=O)[O-])cccc12
 : 6.3	6.7	9.3	-0.8	-4.8	4.3	3.2	0.6	0.2
Cc1cccc(-n2ncc3c(=O)[nH]c(SCC(=O)Nc4cc(C)on4)nc32)c1
 : x	8.2	x	x	x	-0.1	8.5	x	2.4
CCc1ccc(CCC(=O)Nc2ccc(C)c(C)c2)o1
 : 3.1	-5.6	-1.7	-1.4	2.3	5.6	1.1	3.9	2.1
CCOC(=O)CN(C(=O)CSc1nnc(-c2ccncc2)n1CCCOC)c1ccccc1
 : -6.4	0.5	-6.5	5.6	3.3	-2.6	8.5	2.4	-0.4
CCOC(=O)CSc1cc(C)c(C#N)c2nc3ccccc3n12
 : 3.6	2.4	8.7	0.1	5.5	3.0	12.6	-1.0	7.5
CCOC(=O)C1CCCN(S(=O)(=O)c2ccc(OC)cc2)C1 (configuration not stated)
 : 1.6	2.2	3.8	2.0	-3.7	-7.3	2.4	-0.8	6.9
COc1cc(OC)c2c(C)cc(=O)oc2c1C(CCN1CCOCC1)c1ccc(N(C)C)cc1 (configuration not stated)
 : 3.3	-0.4	11.5	4.9	4.9	4.1	0.8	1.7	-3.3
COc1ccc(-c2csc3ncnc(N4CCN(c5cccc(C)c5C)CC4)c23)cc1
 : 4.4	2.7	3.8	-1.7	-2.0	-3.9	1.7	3.6	3.1
CC(Oc1ccc(F)cc1)C(=O)Nc1cc(Cl)ccc1-n1cncn1 (configuration not stated)
 : 5.1	4.0	3.1	-4.8	-3.2	1.6	4.4	-2.1	-1.7

(more compounds)
The line under a structure holds: BCLXL inh	PAFAH1B2 FP inh	MCL1-BIM inh	Fam108B counter	PME-1 primary	pPAFAH inh	AHR act	MEX-5 binding	GLD-1 TGE inh
COc1ccc(CCNC(=O)c2cc(C3CC3)nc3c2cnn3C(C)C)cc1OC
 : 0.5	2.7	-0.6	x	-2.2	3.5	1.9	x	3.7
CN(C(=O)CSc1nc2ccccc2c(=O)n1C)C1CCS(=O)(=O)C1 (configuration not stated)
 : x	1.4	x	x	x	4.9	0.3	x	-1.1
Cc1ccc(N(Cc2ccc(C(=O)NCCSc3ccccn3)cc2)S(C)(=O)=O)cc1C
 : -0.4	2.0	-0.5	2.5	-0.5	-0.2	7.3	1.6	5.9
C=CCNC(=O)c1ccccc1NC(=O)COc1ccc(OC)cc1
 : 0.3	-0.9	3.5	2.0	-51.0	2.3	2.2	-1.6	-4.2
